Assay outcomes (PubChem BioAssay)
KCNK9 inh = blocks the human KCNK9 two-pore domain potassium channel | Q9NPC2 | HEK293 KCNK9, FluxOR thallium flux fluorescence; active compounds read low | B-score at 10 µM | 310,000 compounds, 1.2% hits;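 active = ratio B-score over 3 SD below the library mean, with starting fluorescence within 5 SD of its mean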;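 also: negative B-score means less thallium flux so channel inhibition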
Target sequence (Q9NPC2 whole entry, looked up, the tested form may be a part): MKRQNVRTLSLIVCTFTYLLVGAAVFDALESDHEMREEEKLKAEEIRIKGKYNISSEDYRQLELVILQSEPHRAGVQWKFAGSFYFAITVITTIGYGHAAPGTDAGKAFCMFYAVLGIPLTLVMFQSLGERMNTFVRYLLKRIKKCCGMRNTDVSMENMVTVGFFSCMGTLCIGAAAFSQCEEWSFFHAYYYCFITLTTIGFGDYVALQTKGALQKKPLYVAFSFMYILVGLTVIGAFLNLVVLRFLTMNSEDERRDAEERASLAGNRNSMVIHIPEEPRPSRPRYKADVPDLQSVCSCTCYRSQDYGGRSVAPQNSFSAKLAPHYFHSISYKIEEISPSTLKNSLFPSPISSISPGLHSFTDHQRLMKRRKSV
TRPC4 potent = allosteric potentiators of mouse TRPC4 channel | 310,000 compounds, 0.42% hits | HEK293 TRPC4beta/mu-opioid, DAMGO EC20, Fluo-4 Ca2+ flux; active compounds read high | B-score at 10 µM | AID 2227 | Q9QUQ5;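 active = B-score of calcium response area above 5 SD of library B-scores, with initial fluorescence ratio within 5 SD of library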;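 also: B-score of integrated fluorescence ratio over time as area under calcium response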
TRPC4 inh = blocks the mouse TRPC4 cation channel. Q9QUQ5. HEK293 TRPC4beta/mu-opioid, DAMGO-evoked Fluo4 calcium flux; active compounds read low. B-score at 10 µM. 300,000 compounds, 0.39% hits. AID 2247;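 active = B-score over 3 SD under the library average, no early fluorescence shift, positive overall ratio signal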
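Material: HEK293 cells with stable TRPC4beta plus mu-opioid receptor expression / Probe or stimulus: DAMGO in two steps, submaximal then maximal / Compound: single concentration per test compound / Technique: kinetic Fluo4 fluorescence imaging of calcium influx / Read-out: per-well B score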
DYRK1A inh = Dyrk1A (rat) kinase inhibition | ADP-Glo luminescence, NFATc1 peptide | 310,000 compounds, 0.43% hits | inhibition, % at 12.5 µM; in the data active = inhibition above about 50%;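 also: plate controls were vehicle with enzyme for no effect and no enzyme for full effect; many of its hits are not listed in these tables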
Platelet DG rel = platelet dense granule release activity | human platelet-rich plasma, SFLLRN dense granule ATP release, luminescence | inhibition, %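 (compounds screened at 7.5 µM in platelet-rich plasma)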 | 300,000 compounds, 0.22% hits | AID 1663;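 active = mean replicate score, as percent of positive control, at or above 50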
PolyA inh = blocks polyadenylation in yeast reporter cells; S. cerevisiae SKY197-pL101 polyadenylation reporter, beta-gal luminescence; efflux-impaired pdr1/pdr3 knockout yeast; score 100 = 6 SD above DMSO; calls only at 12 µM; 300,000 compounds, 0.02% hits; AID 1875;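 active = lowest replicate activity score at least 50, where 100 means six control SD above control mean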;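 also: yeast exposed to compound for 9 h at 30 °C; higher score means more reporter readthrough which indicates perturbed polyadenylation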
KCNK3 block = human KCNK3 channel inhibition, primary screen; B-score at 10 µM; CHO-KCNK3 thallium flux, FluxOR fluorescence; active compounds read low; AID 602410; O14649; 340,000 compounds, 0.84% hits;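 active = B-score under library mean minus 4 SD, starting fluorescence ratio at most library mean plus 5 SD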;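 also: more negative B-score means stronger inhibition of thallium flux through KCNK3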
KCNQ1 act = potentiators or activators of human KCNQ1 potassium channel. P51787. CHO-K1 KCNQ1, thallium flux FluxOR fluorescence; active compounds read high. B-score at 10 µM. 310,000 compounds, 0.35% hits;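 active = fluorescence ratio B-score, a plate-corrected score, at least three library SD, with initial intensity B-score within 5 SD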
Target sequence (P51787 whole entry, looked up): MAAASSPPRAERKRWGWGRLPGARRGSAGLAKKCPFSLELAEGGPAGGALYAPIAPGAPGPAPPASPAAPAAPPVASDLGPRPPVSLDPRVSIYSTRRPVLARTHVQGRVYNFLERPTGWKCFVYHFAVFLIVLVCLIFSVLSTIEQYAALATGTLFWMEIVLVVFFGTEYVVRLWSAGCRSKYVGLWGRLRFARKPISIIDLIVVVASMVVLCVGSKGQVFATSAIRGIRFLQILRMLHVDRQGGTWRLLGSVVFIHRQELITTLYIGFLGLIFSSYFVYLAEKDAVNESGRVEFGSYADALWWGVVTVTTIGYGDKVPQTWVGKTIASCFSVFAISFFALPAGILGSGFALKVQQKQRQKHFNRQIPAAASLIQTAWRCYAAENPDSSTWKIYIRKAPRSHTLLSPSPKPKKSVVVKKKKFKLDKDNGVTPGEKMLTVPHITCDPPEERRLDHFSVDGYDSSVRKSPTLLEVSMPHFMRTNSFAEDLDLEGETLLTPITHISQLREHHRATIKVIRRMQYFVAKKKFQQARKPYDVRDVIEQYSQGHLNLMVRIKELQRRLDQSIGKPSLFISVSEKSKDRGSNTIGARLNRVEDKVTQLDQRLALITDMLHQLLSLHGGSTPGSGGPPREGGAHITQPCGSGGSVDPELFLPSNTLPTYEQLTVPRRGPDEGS
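assay system = KCNQ1-transfected CHO-K1 cells | medium = assay buffer with matched DMSO | probe or stimulus = depolarizing K+/Tl+ stimulus, K2SO4 and Tl2SO4 each 12.5 mM in 5x stock | dosing = single dose | incubation = dye 90 min, compound 20 min, room temperature | detection = kinetic FluxOR fluorescence, 10 s baseline plus 110 s post-stimulus | evaluation = ratio B score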
TRPC4 agonist = activators of mouse TRPC4 channel; HEK293 TRPC4beta/mu-opioid, Fluo4 calcium fluorescence; active compounds read high; AID 2237; Q9QUQ5; 310,000 compounds, 0.49% hits; B-score at 10 µM;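 active = B-score above 5 SD of library B-scores, and initial fluorescence ratio not above library mean plus 5 SD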;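 also: positive B-score marks a calcium rise read as TRPC4 activation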
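Assay system: HEK293 stable line with TRPC4beta plus mu-opioid receptor; schedule: 45 min room-temperature Fluo4 loading, 110 s read; technique: kinetic Fluo4 calcium fluorescence; evaluation: integrated baseline-normalised fluorescence ratio, converted to per-well B score; controls: buffer (low) and maximal DAMGO (high)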
hERG protect = hERG (human) protection from proarrhythmic block. Q12809. 310,000 compounds, 0.51% hits. activation (rescue from dofetilide block), less the hit threshold, % at 10 µM. CHO-hERG, FluxOR thallium flux, dofetilide IC70 present;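 active = activation above the mean of controls blocked by dofetilide plus 5 SD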;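 also: thallium influx through hERG after potassium depolarization seen as dye fluorescence rise; in these data hits start at about 4.7%; inactives centre near -7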
KCNQ1 block = inhibitors of human KCNQ1 potassium channel; CHO-K1 KCNQ1, FluxOR thallium flux fluorescence; active compounds read high; B-score at 10 µM; 310,000 compounds, 1.3% hits; AID 2642;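 active = compounds whose thallium flux B-score, printed positive for inhibition, exceeds three library SD while starting fluorescence stays within three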;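 also: channel opened by potassium depolarization with thallium stimulus after 20 min compound exposure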
* marks the source's active call; other numbers are inactive results; i = inactive; . = no result given. An excerpt; rates above refer to the full screens.

SMILES	KCNK9 inh	TRPC4 potent	TRPC4 inh	DYRK1A inh	Platelet DG rel	PolyA inh	KCNK3 block	KCNQ1 act	TRPC4 agonist	hERG protect	KCNQ1 block
COCCOC(=O)C1=C(C)NC(=O)NC1c1cn(-c2ccccc2)nc1-c1cccs1 (configuration not stated)	i	i	i	-1	2	i	i	i	i	-13	i
CCCCC#Cc1cncc(C(=O)NN)c1	i	i	i	16	9	i	i	i	i	-14	i
NC(=S)N/N=C/c1ccccc1	i	i	i	4	-6	i	i	i	i	-2	i
Cc1cccc(N2CCN(C(=O)Cn3cccc3)CC2)c1C	i	i	i	4	1	i	i	i	i	-11	i
CC1Cc2cc(/C=C3/SC(N4CCC(C(N)=O)CC4)=NC3=O)ccc2O1 (configuration not stated)	i	i	i	1	3	i	i	i	i	-9	i
COc1cc(NS(=O)(=O)c2ccc(NC(=S)NC(=O)c3sc4cc(F)ccc4c3Cl)cc2)nc(OC)n1	i	i	i	31	-16	i	i	i	i	-21	i
Cc1ccc(SCCC(=O)NC(C)C)cc1	i	i	i	-1	-3	i	i	i	i	-9	i
CCCc1cc(=O)oc2cc(O[C@@H]3O[C@H](CO)[C@@H](O)[C@H](O)[C@H]3O)ccc12	i	i	i	1	2	i	i	i	i	-8	i
COc1ccccc1Nc1nc(NCc2ccco2)nc(N)c1[N+](=O)[O-]	i	i	i	.	-10	i	i	i	i	-5	i
O=C(CSc1nc2[nH]ncc2c(=O)[nH]1)Nc1ccccc1F	i	i	i	-4	0	i	i	i	i	-19	i
CCOC(=O)C1CCN(C=Nc2cc(C)on2)CC1	i	i	i	2	57*	i	i	i	i	-5	i
O=C(CSc1nnc(-c2cccs2)n1-c1ccccc1)Nc1ccccc1	i	i	i	5	-16	i	i	i	i	-5	i
Cc1cccc(C(=O)N2CCCN(C(=O)c3cccc(C)c3)CC2)c1	i	i	i	5	1	i	i	i	i	-11	i
S=C(Nc1cccnc1)N1CCc2ccccc21	i	i	i	7	-2	i	i	i	i	-3	i
Cc1cccc(OCc2nnc(SCC(=O)N3CCCC3)n2C)c1	i	i	i	-4	-6	i	i	i	i	-5	i
O=C(Oc1c(-c2ccccc2)c(=O)n2c3c(cccc13)CC2)c1ccccc1	i	i	i	.	-2	i	i	i	i	-11	i
CN1CCN(c2ccc(NC(=O)c3cccs3)cc2)CC1	i	i	i	1	39	i	i	i	i	-5	i
C/C(=N\NC(=O)c1c(Cl)c(C)nn1C)c1cccc(NC(=O)C2CCCC2)c1	i	i	i	-1	-3	i	i	i	i	-4	i
Nc1c(Cl)ncnc1NCCO	i	i	i	2	-1	i	i	i	i	-10	i
COc1ccc(-n2c(SCC(=O)C(C)(C)C)nc3ccsc3c2=O)cc1	i	i	i	.	6	i	i	i	i	-10	i
CCn1c(SCC(=O)Nc2ccc(OC)c(OC)c2)nc2c(c1=O)SCC2	i	i	i	3	-2	i	i	i	i	-8	i
Cc1ccc(CSc2ncnc3c2cnn3-c2ccc(C)cc2)cc1	i	i	i	1	16	i	i	i	i	-9	i
O=C1CC(c2ccco2)Cc2c1cnn2-c1nc2ccccc2s1 (configuration not stated)	i	i	i	5	6	i	i	i	i	0	i
O=C(CCc1ccccc1)N=C1SC2CS(=O)(=O)CC2N1c1cccc(F)c1 (configuration not stated)	i	i	i	5	2	i	i	i	i	-8	i
Oc1ccccc1C1=NOC(O)(C(F)F)C1 (configuration not stated)	i	i	i	2	0	i	i	i	i	-1	i
O=S(=O)(NCc1ccccc1)c1cnc[nH]1	i	i	i	-4	13	i	i	i	i	-3	i
CN(C(=O)COC(=O)c1cc2c(s1)CCCCC2)c1ccccc1	i	i	i	-1	-4	i	i	i	i	-10	i
O=[N+]([O-])c1ccc(-n2cnc3ccccc32)c([N+](=O)[O-])c1	i	i	i	0	-1	i	i	i	i	-10	i
CC1Cc2cccc3c(O)c(C(=O)c4nn[nH]n4)c(=O)n1c23 (configuration not stated)	i	i	i	-1	-2	i	i	i	i	0	i
Cn1c(=O)[nH]c(=O)c2c1nc1n2CCN1Cc1ccccc1	i	i	i	-5	-2	i	i	i	i	-11	i
Cc1cc(NC(=O)c2ccccc2)no1	i	i	i	-4	17	i	i	i	i	-5	i
COc1ccc(Cl)cc1C(=O)OCC(=O)N(C)CC(=O)Nc1ccc(F)cc1	i	i	i	0	-10	i	i	i	i	-8	i
Cc1[nH]n2c(=O)c3c(nc2c1-c1ccc(Cl)cc1)CCC3	i	i	i	2	-41	i	i	i	i	-2	i
O=C(COc1ccc2c(c1)OCO2)Nc1cccc(F)c1	i	i	i	-5	-3	i	i	i	i	-5	i
N#Cc1c[nH]n2c(=O)cc(Cc3ccccc3)nc12	i	i	i	-6	-4	i	i	i	i	-8	i
CCCCn1cc(S(=O)(=O)c2ccccc2)c(=O)c2cc(C)ccc21	i	i	i	-1	-4	i	i	i	i	-9	i
CCC1CCCCN1C(=O)CSc1nc2c(c(=O)n1C)SC(C)C2 (configuration not stated)	i	i	i	3	8	i	i	i	i	-9	i
O=S(=O)(NCC(c1cccnc1)N1CCN(c2ccccc2)CC1)c1cccs1 (configuration not stated)	i	i	i	-8	-3	i	i	i	i	-5	i
CC1CC(OCC(O)CN2CCCCC2C)CC(C)(C)C1 (configuration not stated)	i	i	i	-2	0	i	i	i	i	-7	i
COc1nc(N)nc2nc[nH]c12	i	i	i	15	-3	i	i	i	i	-6	i
c1ccc(-c2nc(NC3CC3)nc(-n3ccnc3)n2)cc1	i	i	i	-5	-8	i	i	i	i	-13	i
CC1Cc2ccccc2N1C(=O)CN1CCC(n2nnc3cc(C(F)(F)F)ccc32)CC1 (configuration not stated)	i	i	i	5	-48	i	i	i	i	-11	i
CCOC(=O)c1c(NC(=O)CCNCc2ccco2)sc2c1CCC2	i	11*	i	.	4	i	.	i	i	-15	i
CC(C)C(NC(=O)CN1C(=O)c2ccccc2S1(=O)=O)C(C)C	i	i	i	-13	7	i	i	i	i	-2	i
O=C(CCCSc1ccc(Cl)cc1)Nc1ccccc1O	i	i	i	19	-6	i	i	i	i	-14	9*
NC(=S)Cc1ccc(Cl)cc1Cl	i	i	i	-4	0	i	i	i	i	-5	i
C=CCN(C(=O)c1csnn1)C(C(=O)NC1CCCC1)c1ccc(F)cc1 (configuration not stated)	i	i	i	1	0	i	i	i	i	-2	i
Oc1ccccc1/C=N/Nc1ccccc1	i	i	i	-2	-9	i	i	i	i	-3	i

As entered above.
`O=C(CCc1ccccc1)N=C1SC2CS(=O)(=O)CC2N1c1cccc(F)c1` (configuration not stated) – DYRK1A inh = 5
`Oc1ccccc1/C=N/Nc1ccccc1` – Platelet DG rel = -9
`COc1ccccc1Nc1nc(NCc2ccco2)nc(N)c1[N+](=O)[O-]` – hERG protect = -5

Other structures
SMILES	KCNK9 inh	TRPC4 potent	TRPC4 inh	DYRK1A inh	Platelet DG rel	PolyA inh	KCNK3 block	KCNQ1 act	TRPC4 agonist	hERG protect	KCNQ1 block
CCc1ccc2oc(C(=O)NCc3ccc(S(N)(=O)=O)cc3)c(C)c2c1	i	i	i	-5	0	i	i	i	i	-4	i
CCC(C)NC(=O)c1ccccc1NC(=O)c1ccccc1N(C)S(C)(=O)=O (configuration not stated)	i	i	i	0	3	i	i	i	i	-2	i
CSc1ncccc1C(=O)N1CCN(S(=O)(=O)c2ccccc2)CC1	i	i	i	0	-2	i	i	i	i	-1	i
COC(=O)COc1ccc(S(=O)(=O)Nc2ccc3c(c2)OCCO3)cc1C	i	i	i	7	11	i	i	i	i	-12	i
C=CCN1C(=O)SC(Cc2cccc(OC)c2O)C1=O (configuration not stated)	i	i	i	0	-8	i	i	i	i	-3	i
CC(C)CCNC(=O)c1sc2ccc(S(=O)(=O)N3CCCCC3)cc2c1N	i	i	i	-1	2	i	i	i	i	-5	i
Cc1ccc(N(CC(=O)Nc2ccccc2-c2ccccc2)S(=O)(=O)c2ccccc2)cc1	i	i	i	-2	-6	i	i	i	i	-7	i
O=C1C(c2cc(=O)c3ccccc3[nH]2)=C(O)c2ccccc21	i	i	i	3	10	i	i	i	i	-10	i
NC(=O)[C@H]1CC2(CC(c3cccc(NC(=O)CC(c4ccccc4)c4ccccc4)c3)=NO2)CN1C(=O)C(c1ccccc1)c1ccccc1 (some centres not stated)	i	i	i	-2	-15	i	i	i	i	-7	i
Cc1ccc2c(CN3CCN(CCO)CC3)cc(=O)oc2c1	i	i	i	5	1	i	i	i	i	-4	i
CNC(=O)c1c(NC(=O)c2ccc(S(=O)(=O)N3CCCc4ccccc43)cc2)sc2c1CCN(C)C2	i	i	i	-1	0	i	i	i	i	-12	i
S=C(c1ccc[nH]1)N1CCOCC1	i	i	i	1	-2	i	i	i	i	-12	i

Two entries from above, with two lines to a compound.
Values run as follows: KCNK9 inh, TRPC4 potent, TRPC4 inh, DYRK1A inh, Platelet DG rel, PolyA inh, KCNK3 block, KCNQ1 act, TRPC4 agonist, hERG protect, KCNQ1 block
CC(C)CCNC(=O)c1sc2ccc(S(=O)(=O)N3CCCCC3)cc2c1N
 : i, i, i, -1, 2, i, i, i, i, -5, i
Cc1ccc(N(CC(=O)Nc2ccccc2-c2ccccc2)S(=O)(=O)c2ccccc2)cc1
 : i, i, i, -2, -6, i, i, i, i, -7, i

Further entries:
SMILES	KCNK9 inh	TRPC4 potent	TRPC4 inh	DYRK1A inh	Platelet DG rel	PolyA inh	KCNK3 block	KCNQ1 act	TRPC4 agonist	hERG protect	KCNQ1 block
CCCCn1c(=NC(=O)c2cccnc2)c(C#N)cc2c(=O)n3cccc(C)c3nc21	i	i	i	3	3	i	i	i	i	-11	i
CC(C)(C)NC(=O)COC(=O)c1ccc(Cl)c(S(N)(=O)=O)c1	i	i	i	.	.	.	i	i	i	-5	i
Cc1csc(NC(=O)CSc2nncn2C)n1	i	i	i	-1	-4	i	i	i	i	-5	i
CC(Sc1nc2ccccc2s1)C(=O)c1c(N)n(C)c(=O)n(C)c1=O (configuration not stated)	i	i	i	-1	-6	i	i	i	i	-25	i
CCNc1nc(Cl)nc(NNC(=O)C(C)Oc2ccccc2)n1 (configuration not stated)	i	i	i	2	4	i	i	i	i	-7	i
COc1ccc(OCC(=O)Nc2ccc(S(=O)(=O)Nc3nc(C)cc(C)n3)cc2)cc1	i	i	i	0	25	i	i	i	i	-1	i
O=C(OCc1csc(Nc2ccccc2)n1)c1ccc(Cl)cc1	i	i	i	5	-8	i	i	i	i	-13	i
